G9a block = G9a (human) methyltransferase inhibition; G9a H3K9 monomethylation, AlphaScreen, 2 h; Potency, µM (series often up to 102 µM), without a hit: at the top dose activity, negative = inhibition, most hits filed as inhibitors; actives 8.8% (n = 350,000); note: % is set by controls: 0 for no effect and ±100 for the full control effect; nearly all actives have a fitted effect of over 75% in size
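Quantitative HTS format: methyltransferase activity on a biotin-tagged H3K9 peptide is measured by AlphaScreen, using a rabbit anti-monomethyl-H3K9 antibody with streptavidin donor and anti-IgG acceptor beads. Final levels are 20 nM enzyme, 500 nM peptide, 20 uM SAM; 2 h RT.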
Tb PGK inh = blocks T. brucei phosphoglycerate kinase; P07378; PGK/GAPDH coupled, Kinase-Glo luminescence, 60 min; Potency, µM (highest dose often 57.5 µM), for the others: at the top dose activity change, negative = inhibition, actives largely listed as inhibitors; actives 0.043% (n = 380,000); note: % is set by controls: 0 for no effect and ±100 for the full control effect; nearly all actives have a fitted effect of over 60% in size
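Recombinant glycosomal PGK reaction used 1,3-bisphosphoglycerate generated in-well by GAPDH (100nM final) in 100mM TEA pH 7.6, 5mM MgCl2, 0.01% Tween-20. After 60 minutes at room temperature, ATP was read by Kinase-Glo Plus luminescence end-point.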
HP1b binding inh = HP1-beta chromodomain-methylated histone interaction inhibition; P83916; AlphaScreen HP1-beta / biotin-H3K9me3 peptide binding; Potency, µM (highest dose often 114 µM), for inactives: at the top dose activity change, negative = inhibition, most hits filed as inhibitors; actives 0.56% (n = 390,000); AID 540317; note: nearly all actives have a fitted effect of over 70% in size; inactives centre near 23
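AlphaScreen: HP1-beta (50 nM) preformed 30 min with biotin-H3(1-18)K9me3 peptide (50 nM) in PBS pH 7.4, 0.01% Tween-20. Compound added for 30 min at RT, then streptavidin donor/nickel chelate acceptor beads (10 ug/mL) for 30 min.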
BAZ2B inh = inhibitors of human BAZ2B bromodomain; Q9UIF8; AlphaScreen BAZ2B-H3K14Ac peptide displacement; Potency, µM (titrated, usually from 114 µM), for the others: at the highest dose activity change, negative = inhibition, actives largely listed as inhibitors; actives 4.4% (n = 360,000); AID 504333; note: % is set by controls: 0 for no effect and ±100 for the full control effect; nearly all actives have a fitted effect of over 60% in size
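Multi-concentration screen (max 110 uM) measuring displacement of acetylated histone H3 peptide from BAZ2B by AlphaScreen, using 50 nM protein, 50 nM peptide and 10 ug/mL streptavidin donor plus Ni-chelate acceptor beads.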
GLS inh = glutaminase GLS (human) inhibition; GLS enzymatic activity, qHTS titration; actives 0.21% (n = 410,000); Potency, µM (series often up to 45.5 µM), without a hit: at the top dose activity change, negative = inhibition, hits mostly inhibitors; note: % is set by controls: 0 for no effect and ±100 for the full control effect
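Human kidney-isoform GLS in 45 mM KH2PO4 pH 8.2, 0.02% Tween-20, with compound, started with 1mM L-Glutamine (added stock). Glutamate oxidase/HRP/Amplex red coupled fluorescence read at start and after 30 min at RT.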
Pin1 inhibitor = inhibitors of human Pin1; Q13526; Pin1 FP peptide displacement, HiFluor488, 10 min; Potency, µM (series often up to 115 µM), without a hit: at the top dose activity, negative = inhibition, hits mostly inhibitors; actives 0.009% (n = 390,000); AID 504891; active = well fitted inhibition curve with a large enough effect in the polarisation, with a control signal flat, not every such curve was filed as active; inconclusive = small, poorly fitted or top-dose-only effect, or effect the other way, or a change in a side signal; inactive = no such curve, though single readings can be large or run the other way; the % refers to the polarisation; note: % is set by controls: 0 for no effect and ±100 for the full control effect
JMJD2A Tudor inh = JMJD2A Tudor domain (human) inhibition; AlphaScreen JMJD2A-Tudor / H3K4me3 peptide binding; Potency, µM (doses to about 114 µM), without a hit: top-dose activity change, negative = inhibition, hits mostly inhibitors; actives 4.4% (n = 390,000); note: % is set by controls: 0 for no effect and ±100 for the full control effect; nearly all actives have a fitted effect of over 50% in size
Target sequence (O75164 whole entry, looked up, the tested form may be a part): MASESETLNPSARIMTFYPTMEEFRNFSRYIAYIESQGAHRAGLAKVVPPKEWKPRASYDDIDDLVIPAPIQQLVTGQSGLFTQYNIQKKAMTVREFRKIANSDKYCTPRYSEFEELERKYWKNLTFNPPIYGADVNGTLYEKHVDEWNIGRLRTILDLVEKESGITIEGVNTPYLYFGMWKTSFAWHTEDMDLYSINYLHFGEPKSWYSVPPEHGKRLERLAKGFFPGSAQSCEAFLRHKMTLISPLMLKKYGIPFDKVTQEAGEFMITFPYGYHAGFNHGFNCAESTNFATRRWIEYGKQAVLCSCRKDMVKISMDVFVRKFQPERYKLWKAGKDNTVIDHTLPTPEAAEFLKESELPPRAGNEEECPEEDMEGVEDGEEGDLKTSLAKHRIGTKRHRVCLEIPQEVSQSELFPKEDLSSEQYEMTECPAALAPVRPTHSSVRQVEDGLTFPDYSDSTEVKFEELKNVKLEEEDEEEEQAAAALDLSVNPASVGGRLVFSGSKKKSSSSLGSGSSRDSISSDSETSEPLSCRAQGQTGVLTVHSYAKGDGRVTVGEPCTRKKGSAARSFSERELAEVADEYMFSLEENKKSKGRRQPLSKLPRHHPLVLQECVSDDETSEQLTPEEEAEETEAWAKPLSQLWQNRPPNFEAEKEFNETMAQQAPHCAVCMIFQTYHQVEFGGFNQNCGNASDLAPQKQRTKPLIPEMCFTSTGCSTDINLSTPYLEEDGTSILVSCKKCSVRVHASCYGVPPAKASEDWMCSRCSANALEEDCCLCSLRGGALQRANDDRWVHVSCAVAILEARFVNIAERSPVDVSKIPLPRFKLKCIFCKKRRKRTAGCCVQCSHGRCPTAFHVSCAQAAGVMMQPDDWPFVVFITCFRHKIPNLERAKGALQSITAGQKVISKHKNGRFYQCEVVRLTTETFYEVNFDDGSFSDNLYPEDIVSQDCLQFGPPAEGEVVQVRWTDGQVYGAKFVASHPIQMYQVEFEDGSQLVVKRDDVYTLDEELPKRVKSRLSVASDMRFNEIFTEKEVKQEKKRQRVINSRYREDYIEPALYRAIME
BLM helicase inh = Bloom syndrome helicase (human) inhibition. recombinant BLM DNA unwinding, fluorescence dequenching. Potency, µM (highest dose often 56.1 µM), without a hit: top-dose activity change, negative = inhibition, actives largely listed as inhibitors. actives 0.2% (n = 350,000);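 note: plate controls were vehicle for no effect and no enzyme for full effect; nearly all actives have a fitted effect of over 35% in size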
Pol iota inh = DNA polymerase iota (human) inhibition | Q9UNA4 | Potency, µM (doses to about 115 µM), inactives show at the top dose activity, negative = inhibition, most hits filed as inhibitors | actives 1% (n = 390,000) | Pol iota fluorescent replication assay, 10 min | AID 588590
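Fluorescent replication assay read twice, at 0 min and 10 min after adding 50 nM (final) substrate. Enzyme (10 nM) and compounds were first incubated 15 min at room temperature; enzyme-free buffer wells were negative controls.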
* hit, by the source's call; [ ] = dose if it differs, or a comment. Unless noted, calls come from the whole dose curve; as a rule, active = well fitted curve in the direction sought with a large enough effect; inconclusive = small, poorly fitted or top-dose-only effect, or another doubt; inactive = no such curve, though single readings can be large; an effect the other way counts as inactive or inconclusive. Potency is the fitted concentration of half-maximal effect. The list is partial (hit frequency here may not be typical).

How did CN(C)C(=S)SCC(=O)NC(=O)NC(C)(C)C do in these assays?
G9a block: 2%; Tb PGK inh: -6%; HP1b binding inh: 27%; BAZ2B inh: -15%; GLS inh: 1%; Pin1 inhibitor: -1%; JMJD2A Tudor inh: -6%; BLM helicase inh: -1%; Pol iota inh: 96%[activator]

What do the screens show for `CC(Sc1nnc(-c2cccs2)n1N)C(=O)NCC1CCCO1` (stereo not given)?
G9a block: 50µM*; Tb PGK inh: inactive; HP1b binding inh: 22%; BAZ2B inh: 4%; GLS inh: -20%; Pin1 inhibitor: 3%; JMJD2A Tudor inh: 2%; Pol iota inh: 35%[activator]

What do the screens show for `C=CCn1c(CNC(=O)c2ccco2)nnc1SCC(=O)c1ccccc1`?
G9a block: inconclusive; Tb PGK inh: inactive; HP1b binding inh: 32%; BAZ2B inh: 11%; GLS inh: 0%; Pin1 inhibitor: -10%; JMJD2A Tudor inh: 4%; BLM helicase inh: 2%; Pol iota inh: 19%

What do the screens show for `Cc1nc(SCc2cc(=O)c3cccc(F)c3[nH]2)n[nH]1`?
G9a block: -2%[59 µM]; Tb PGK inh: -12%; HP1b binding inh: 32%[57 µM]; BAZ2B inh: 7%; GLS inh: -2%; Pin1 inhibitor: 0%; JMJD2A Tudor inh: 7%; BLM helicase inh: -2%; Pol iota inh: 17%

How did Cc1ccccc1OCC(=O)OCC(=O)NCC1CCCO1 (stereo not given) do in these assays?
G9a block: 15%; Tb PGK inh: inactive; HP1b binding inh: 33%; BAZ2B inh: -10%; GLS inh: 4%; Pin1 inhibitor: -12%; JMJD2A Tudor inh: -17%; BLM helicase inh: 3%; Pol iota inh: 42%[activator]

Results for COc1ccccc1N(C)S(=O)(=O)c1ccc(C(=O)N(CC(N)=O)C(C)C)cc1 ?
G9a block: -5%; Tb PGK inh: inactive; HP1b binding inh: 30%; BAZ2B inh: 89µM*; GLS inh: 7%; Pin1 inhibitor: 0%; JMJD2A Tudor inh: -10%; BLM helicase inh: -2%; Pol iota inh: 14%

Results for O=C(NC1CC1)c1sc2cc([N+](=O)[O-])ccc2c1Cl ?
G9a block: -4%; Tb PGK inh: -12%; HP1b binding inh: 7%; BAZ2B inh: -30%; GLS inh: -7%; Pin1 inhibitor: 9%; JMJD2A Tudor inh: -9%; BLM helicase inh: 0%; Pol iota inh: 46%[activator]

What do the screens show for `CCN=C1S/C(=C\c2cn(CC)c3ccccc23)C(=O)N1CC`?
G9a block: -5%[59 µM]; Tb PGK inh: -7%; HP1b binding inh: 42%[activator]; BAZ2B inh: -4%; GLS inh: 9%; Pin1 inhibitor: 19%; JMJD2A Tudor inh: -1%; BLM helicase inh: -10%; Pol iota inh: 3%

Results for COc1ccccc1C(=O)CC(=O)C(=O)Nc1cccc([N+](=O)[O-])c1C ?
G9a block: -3%; Tb PGK inh: -3%; HP1b binding inh: 31%; BAZ2B inh: -2%; GLS inh: 0%; Pin1 inhibitor: -5%; JMJD2A Tudor inh: -14%; BLM helicase inh: -8%; Pol iota inh: 15%

How did COc1ccc(F)cc1Cn1nc(C(=O)O)c2ccccc2c1=O do in these assays?
G9a block: -3%; Tb PGK inh: 15%; HP1b binding inh: 19%; BAZ2B inh: 5%; GLS inh: 21%; Pin1 inhibitor: -15%; JMJD2A Tudor inh: -9%; BLM helicase inh: -3%; Pol iota inh: 4%

What do the screens show for `Cc1ccc2c(c1)cc(CN(Cc1cccnc1)C(=O)NCc1ccccc1)c1nnnn12`?
G9a block: -44%; Tb PGK inh: 0%; HP1b binding inh: 6%; BAZ2B inh: 3%; GLS inh: inconclusive; Pin1 inhibitor: -2%; JMJD2A Tudor inh: -18%; BLM helicase inh: 1%; Pol iota inh: -5%

What do the screens show for `COc1cc(OC)c2c(c1)C(=O)OC2c1cc(OC)c(OC)cc1C` (stereo not given)?
HP1b binding inh: 10%; Pin1 inhibitor: 6%; JMJD2A Tudor inh: -13%; Pol iota inh: 27%

Results for CCCN(CCC)CCNC(=S)Nc1ccc2nc3n(c(=O)c2c1)CCCCC3 ?
G9a block: inconclusive; Tb PGK inh: 8%; HP1b binding inh: 14%; BAZ2B inh: -13%; GLS inh: -25%; Pin1 inhibitor: 3%; JMJD2A Tudor inh: -5%; BLM helicase inh: 0%; Pol iota inh: 87%[activator]

How did Cc1cccn2c(=O)c3cc(C(=O)NCC4CCCO4)c(=N)n(CC4CCCO4)c3nc12 (stereo not given) do in these assays?
G9a block: -6%; Tb PGK inh: 4%; HP1b binding inh: 2%; BAZ2B inh: -7%; GLS inh: 4%; Pin1 inhibitor: 4%; JMJD2A Tudor inh: -21%; BLM helicase inh: 1%; Pol iota inh: 33%[activator]

Results for CC(C)OC(=O)Cn1nc(C(F)(F)F)c2c1CCCC2 ?
G9a block: 27%; Tb PGK inh: -2%; HP1b binding inh: 55%[activator]; BAZ2B inh: -2%; GLS inh: -10%; Pin1 inhibitor: 6%; JMJD2A Tudor inh: 12%; BLM helicase inh: 0%; Pol iota inh: 16%

Results for CCOc1ccc(NC(=O)[C@@H](NC(=O)c2ccccc2Br)C(C)C)cc1 ?
G9a block: -5%[12.7 µM]; Tb PGK inh: 8%; HP1b binding inh: 37%; BAZ2B inh: -5%; GLS inh: 7%; Pin1 inhibitor: 1%; JMJD2A Tudor inh: -9%; BLM helicase inh: -3%; Pol iota inh: 7%

Results for O=[N+]([O-])c1cc(S(=O)(=O)C(F)(F)F)ccc1N1CCN(c2ccccc2)CC1 ?
G9a block: 20µM*; Tb PGK inh: -7%; HP1b binding inh: inconclusive; BAZ2B inh: 8.9µM*; GLS inh: -13%; Pin1 inhibitor: -9%; JMJD2A Tudor inh: inconclusive; BLM helicase inh: -4%; Pol iota inh: 49%[activator]

Results for CCOC(=O)C1=C(C)c2ccccc2OC1(C(=O)OCC)C(C)C (stereo not given) ?
G9a block: 110%[activator]; Tb PGK inh: -3%; HP1b binding inh: 99%[activator]; GLS inh: 0%; Pin1 inhibitor: inconclusive; JMJD2A Tudor inh: 62%[activator]; BLM helicase inh: -8%[75.6 µM]; Pol iota inh: -22%

Results for C=CCn1nnnc1SCC(=O)Nc1cccc(OC)c1 ?
G9a block: -7%; Tb PGK inh: 12%; HP1b binding inh: 46%; BAZ2B inh: 2%; GLS inh: 0%; Pin1 inhibitor: -6%; JMJD2A Tudor inh: -11%; BLM helicase inh: 0%; Pol iota inh: 33%

How did CCOc1ccc(CCNC(=O)COC(=O)c2cc(OC)c(OC)cc2[N+](=O)[O-])cc1OCC do in these assays?
G9a block: -32%; Tb PGK inh: -3%; HP1b binding inh: -5%; BAZ2B inh: 0%; GLS inh: 6%; Pin1 inhibitor: -3%; JMJD2A Tudor inh: -22%; Pol iota inh: 16%

Results for O=S(=O)(c1cccc2cccnc12)N(CCO)CCO ?
G9a block: inconclusive; Tb PGK inh: -9%; HP1b binding inh: 31%; BAZ2B inh: 9%; GLS inh: 0%; Pin1 inhibitor: -9%; JMJD2A Tudor inh: 3%; BLM helicase inh: -2%; Pol iota inh: 19%

Results for COc1ccc(S(=O)(=O)N2CCN(C(=O)c3ccc([N+](=O)[O-])o3)CC2)cc1 ?
G9a block: -18%[59 µM]; Tb PGK inh: -17%; HP1b binding inh: -4%; BAZ2B inh: inconclusive; GLS inh: 2%; Pin1 inhibitor: 1%; JMJD2A Tudor inh: -14%; BLM helicase inh: -8%; Pol iota inh: inconclusive

Results for CCCOc1ccc(CNC(=O)CCCn2ncn3c(cc4sc(CC)cc43)c2=O)cc1 ?
G9a block: 0%[59 µM]; Tb PGK inh: -1%; HP1b binding inh: 34%; BAZ2B inh: 2%; GLS inh: -1%; Pin1 inhibitor: -3%; JMJD2A Tudor inh: 4%; BLM helicase inh: -2%; Pol iota inh: 37%

What do the screens show for `CC(=O)c1cccc(NC(=O)C2CCCN(S(=O)(=O)c3cccc4cccnc34)C2)c1` (stereo not given)?
G9a block: -22%; Tb PGK inh: -9%; HP1b binding inh: 13%; BAZ2B inh: 9%; GLS inh: 12%; Pin1 inhibitor: -1%; JMJD2A Tudor inh: -26%; BLM helicase inh: -5%; Pol iota inh: -13%

How did Cc1ccc(Cn2c(CCNc3nc(-c4ccc(Cl)c([N+](=O)[O-])c4)cs3)nc3cc(Cl)c(Cl)cc32)cc1 do in these assays?
Tb PGK inh: inactive; HP1b binding inh: 46%[activator]; GLS inh: 0%; Pin1 inhibitor: 5%; JMJD2A Tudor inh: inconclusive; Pol iota inh: 17%

Results for O=C(COC(=O)/C=C/c1ccc([N+](=O)[O-])cc1)NCc1cccs1 ?
Tb PGK inh: inactive; HP1b binding inh: 12%; GLS inh: 0%; Pin1 inhibitor: 1%; JMJD2A Tudor inh: -11%; Pol iota inh: 21%

Results for O=C(O)c1cc(Cl)c(Cl)cc1C(=O)N(Cc1ccccc1)Cc1ccccc1 ?
G9a block: -5%[0.501 µM]; Tb PGK inh: -4%; HP1b binding inh: 33%; BAZ2B inh: 3%; GLS inh: 23%; Pin1 inhibitor: -8%; JMJD2A Tudor inh: -3%; BLM helicase inh: 4%; Pol iota inh: inconclusive

Results for CCN(C(=O)COC(=O)c1cc([N+](=O)[O-])ccc1N1CCCCC1)C1CCS(=O)(=O)C1 (stereo not given) ?
G9a block: -33%; Tb PGK inh: -4%; HP1b binding inh: -1%; BAZ2B inh: -25%; GLS inh: -4%; Pin1 inhibitor: -1%; JMJD2A Tudor inh: -31%; BLM helicase inh: 0%; Pol iota inh: 58%[activator]

2 successive entries from above:
Results for O=C(O)c1cc(Cl)c(Cl)cc1C(=O)N(Cc1ccccc1)Cc1ccccc1 ?
G9a block: -5%[0.501 µM]; Tb PGK inh: -4%; HP1b binding inh: 33%; BAZ2B inh: 3%; GLS inh: 23%; Pin1 inhibitor: -8%; JMJD2A Tudor inh: -3%; BLM helicase inh: 4%; Pol iota inh: inconclusive

Results for CCN(C(=O)COC(=O)c1cc([N+](=O)[O-])ccc1N1CCCCC1)C1CCS(=O)(=O)C1 (stereo not given) ?
G9a block: -33%; Tb PGK inh: -4%; HP1b binding inh: -1%; BAZ2B inh: -25%; GLS inh: -4%; Pin1 inhibitor: -1%; JMJD2A Tudor inh: -31%; BLM helicase inh: 0%; Pol iota inh: 58%[activator]

Screening data deposited in PubChem by National Center for Advancing Translational Sciences (NCATS).
